# CIT2 TOR yeast: modulators of TOR pathway CIT2-GFP in S. cerevisiae | S. cerevisiae CIT2-GFP strain, flow cytometry, 3 h; 100 means same as DMSO wells | GFP response vs DMSO, % at 10 µM | 320,000 compounds, 0.065% hits;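 active = GFP response relative to DMSO above a set limit, near the screen mean plus 3 SD, cut at about 150% in these data; inconclusive = Fewer than 70 cells measured for a yeast strain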;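 also: ratio of well median GFP fluorescence to mean of DMSO wells on the plate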
# MCL1-BIM inh: MCL1-BIM-BH3 interaction inhibition (human) | inhibition, % at 10.9 µM | AID 2057 | GST-MCL1 / FITC-Bim-BH3 fluorescence polarization | Q07820 | 320,000 compounds, 0.68% hits;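 active = inhibition above the mean inhibition of all tested compounds plus 3 SD, set per campaign, cut at about 40% in these data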;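 also: 0% = DMSO wells and 100% = unlabeled Bim-BH3 peptide control; higher means more loss of mP so more displacement of Bim peptide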
# Target sequence (Q07820 whole entry, looked up): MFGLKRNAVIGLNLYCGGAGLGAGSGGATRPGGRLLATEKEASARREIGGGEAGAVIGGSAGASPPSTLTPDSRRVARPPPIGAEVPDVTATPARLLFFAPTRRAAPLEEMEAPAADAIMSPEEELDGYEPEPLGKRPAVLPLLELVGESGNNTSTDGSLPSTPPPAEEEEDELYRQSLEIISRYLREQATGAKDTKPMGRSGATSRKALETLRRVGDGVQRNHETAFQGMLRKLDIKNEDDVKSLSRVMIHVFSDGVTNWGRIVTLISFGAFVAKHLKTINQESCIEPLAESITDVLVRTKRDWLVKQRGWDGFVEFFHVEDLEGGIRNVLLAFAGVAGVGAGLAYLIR
# Bcl-xL primary: Bcl-xL (human) inhibition; GST-Bcl-xL / FITC-Bim BH3 peptide fluorescence polarization; inhibition, % at 10.9 µM; Q07817; 320,000 compounds, 0.7% hits;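 active = inhibition above the mean of all tested compounds plus 3 SD, cutoff set per campaign, cut at about 30% in these data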;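 also: 0% = DMSO wells and 100% = unlabeled Bim-BH3 peptide competitor; inhibitors lower millipolarization by displacing the labeled peptide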
# Target sequence (Q07817 whole entry, looked up): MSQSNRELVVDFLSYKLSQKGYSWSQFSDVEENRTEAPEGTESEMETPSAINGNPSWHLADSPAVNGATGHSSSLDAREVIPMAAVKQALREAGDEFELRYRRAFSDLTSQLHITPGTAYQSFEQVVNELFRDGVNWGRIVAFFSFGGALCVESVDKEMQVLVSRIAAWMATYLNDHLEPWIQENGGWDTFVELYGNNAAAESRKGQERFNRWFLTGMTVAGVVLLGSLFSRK
# GRK2 aptamer HTS: blocks RNA aptamer binding to human GRK2; bead flow cytometry, FAM-aptamer displacement from GRK2; inhibition of aptamer binding, % at 10 µM; P25098; AID 488847; 330,000 compounds, 0.59% hits;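 active = inhibition of aptamer binding above 40%, roughly 3 SD of noise, on plates passing a quality check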;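 also: median bead fluorescence of bound FAM aptamer so fluorescent compounds give negative values; no value below 0 was filed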
# GLD-1 TGE inh: GLD-1-TGE RNA interaction inhibition (C. elegans); purified GLD-1 + fluorescein TGE RNA, fluorescence polarization; 320,000 compounds, 0.44% hits; inhibition, % at 5.96 µM; AID 2280; Q17339;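 active = percent inhibition above a per-plate cutoff, the plate mean of test compounds plus 3 SD, cut at about 30% in these data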;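 also: 0% = DMSO wells with GLD-1 and probe and 100% = wells lacking GLD-1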
# MEX-5 binding: C. elegans MEX-5 TCR-2 RNA binding activity. 300,000 compounds, 0.38% hits. MEX-5/FITC-TCR2 RNA binding, fluorescence polarization; hits give low values. Q9XUB2. activity score (negative = inhibition of binding), % at 10 µM;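 active = inhibition past about -25% in most replicates, and total fluorescence under double the plate's negative control median, limit read from the data; inconclusive = replicates evenly split on the limit, or fluorescence at least double controls; inactive = too little inhibition in most replicates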;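 also: 0% = DMSO and -100% = 5 µM competing unlabeled TCR2 RNA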
# Target sequence (Q9XUB2 whole entry, looked up): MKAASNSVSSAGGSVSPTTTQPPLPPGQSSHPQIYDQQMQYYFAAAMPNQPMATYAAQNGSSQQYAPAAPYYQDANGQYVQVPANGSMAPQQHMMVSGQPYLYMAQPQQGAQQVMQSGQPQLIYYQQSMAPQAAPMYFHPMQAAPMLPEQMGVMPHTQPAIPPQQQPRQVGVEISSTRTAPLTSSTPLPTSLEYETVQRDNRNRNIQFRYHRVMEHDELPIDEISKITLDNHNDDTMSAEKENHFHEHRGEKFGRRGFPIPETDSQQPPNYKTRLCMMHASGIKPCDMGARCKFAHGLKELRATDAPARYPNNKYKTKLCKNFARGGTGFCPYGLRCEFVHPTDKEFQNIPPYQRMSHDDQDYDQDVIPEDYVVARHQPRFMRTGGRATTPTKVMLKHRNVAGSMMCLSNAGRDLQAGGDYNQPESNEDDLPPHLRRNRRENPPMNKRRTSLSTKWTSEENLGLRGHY
# VLA-4 inh: inhibition in a human VLA-4 binding assay; inhibition, % (about 7 µM as worked out from the volumes in the protocol); 330,000 compounds, 0.2% hits; P13612; VLA-4 expressing cells, ligand binding flow cytometry; in the data active = inhibition above about 50%
# AGP1-GFP MLPCN: yeast TOR pathway AGP1-GFP modulation | S. cerevisiae AGP1-GFP multiplex flow cytometry, 3 h; GFP as percent of DMSO wells | GFP response vs DMSO, % at 10 µM | 320,000 compounds, 0.02% hits;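 active = GFP response relative to DMSO above a set limit, near screen average plus 3 SD, cut at about 150% in these data; inconclusive = fewer than 70 cells counted for the yeast strain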;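 also: median GFP channel fluorescence of the gated AGP1 strain per well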
# Yeast superoxide: lowers age-related superoxide in aged yeast cells; S. cerevisiae aged cells, superoxide DHE fluorescence; hits give low values; superoxide response (% of plate mean), % at 10 µM; 330,000 compounds, 0.18% hits; AID 2690;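 active = superoxide response under a set limit, about three screen SD below normal, cut at about 65% in these data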;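 also: yeast aged for seven days with compound at 30 °C before DHE staining; 100% = average MFI of all compound-treated wells on the plate with controls excluded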
# An asterisk follows results filed as active; ? = inconclusive; . = no result given; [ ] = dose if it differs, or a comment. An unsorted share of the library (roughly 2.1% active in at least one column).
SMILES,CIT2 TOR yeast,MCL1-BIM inh,Bcl-xL primary,GRK2 aptamer HTS,GLD-1 TGE inh,MEX-5 binding,VLA-4 inh,AGP1-GFP MLPCN,Yeast superoxide
CCc1c(O)nc(SCC(=O)Nc2ccccc2C)n(-c2ccc(C)cc2)c1=O,102,-6,-1,4,-12,-1.9,-4,101,78
COc1ccc(CN(C)C(=O)c2ccc(OCC(=O)N3CCOCC3)c(OC)c2)cc1,94,10,7,0,2,.,-6,101,79
COc1ccccc1OCCNC(=O)c1cccs1,87,0,2,14,-3,2.5,-1,89,98
O=C(CSc1nc(O)cc(=O)n1-c1ccccc1)Nc1ccc2c3c(cccc13)CC2,107,10,4,0,6,2.2,5,99,110
Cc1c(NC2=NC(C)(C)Cc3ccccc32)c(=O)n(-c2ccccc2)n1C,96,5,3,2,-1,2.0,3,91,101
Cc1cc(C)cc(N(CC(=O)NCc2ccccc2Cl)S(=O)(=O)c2c(C)[nH]c(=O)[nH]c2=O)c1,111,4,0,2,9,0.3,5,106,102
Cc1ccc(S(=O)(=O)N2CCc3ccccc3C2)cc1,96,6,3,3,-2,1.3,-10,96,93
COc1ccc(S(N)(=O)=O)cc1C(=O)OCC(=O)N1CCCC(C)C1 (centres undefined),103,.,.,0,6,.,0,106,110
N/C(=N\OC(=O)c1ccc(Cl)cc1)c1ccccn1,134,5,-1,0,6,0.6,7,86,115
O=C(NC1CCSc2ccccc21)c1ccc(F)cc1 (centres undefined),93,5,5,0,-3,-0.4,-6,98,115

# A second format for four compounds above.
molecule: COc1ccc(CN(C)C(=O)c2ccc(OCC(=O)N3CCOCC3)c(OC)c2)cc1
  CIT2 TOR yeast: 94 | MCL1-BIM inh: 10 | Bcl-xL primary: 7 | GRK2 aptamer HTS: 0 | GLD-1 TGE inh: 2 | MEX-5 binding: . | VLA-4 inh: -6 | AGP1-GFP MLPCN: 101 | Yeast superoxide: 79
molecule: COc1ccc(S(N)(=O)=O)cc1C(=O)OCC(=O)N1CCCC(C)C1 (centres undefined)
  CIT2 TOR yeast: 103 | MCL1-BIM inh: . | Bcl-xL primary: . | GRK2 aptamer HTS: 0 | GLD-1 TGE inh: 6 | MEX-5 binding: . | VLA-4 inh: 0 | AGP1-GFP MLPCN: 106 | Yeast superoxide: 110
molecule: N/C(=N\OC(=O)c1ccc(Cl)cc1)c1ccccn1
  CIT2 TOR yeast: 134 | MCL1-BIM inh: 5 | Bcl-xL primary: -1 | GRK2 aptamer HTS: 0 | GLD-1 TGE inh: 6 | MEX-5 binding: 0.6 | VLA-4 inh: 7 | AGP1-GFP MLPCN: 86 | Yeast superoxide: 115
molecule: CCc1c(O)nc(SCC(=O)Nc2ccccc2C)n(-c2ccc(C)cc2)c1=O
  CIT2 TOR yeast: 102 | MCL1-BIM inh: -6 | Bcl-xL primary: -1 | GRK2 aptamer HTS: 4 | GLD-1 TGE inh: -12 | MEX-5 binding: -1.9 | VLA-4 inh: -4 | AGP1-GFP MLPCN: 101 | Yeast superoxide: 78

# Additional structures follow:
SMILES,CIT2 TOR yeast,MCL1-BIM inh,Bcl-xL primary,GRK2 aptamer HTS,GLD-1 TGE inh,MEX-5 binding,VLA-4 inh,AGP1-GFP MLPCN,Yeast superoxide
CC(=O)Nc1ccc2nc(CN3CCN(Cc4ccc(F)cc4)C(CCO)C3)ccc2c1 (centres undefined),92,8,13,0,6,1.9,-1,101,102
CCOC(=O)N1CCN(CC(O)c2ccccc2)CC1 (centres undefined),98,-1,8,0,2,1.0,-4,92,102
CC1(c2ccccc2Cl)NC(=O)N(CC(=O)Nc2ccccc2OC(F)F)C1=O (centres undefined),101,-4,1,0,0,1.8,-6,99,90
CC1(C)CC(=O)C2=C(C1)N(Cc1ccc(F)cc1)C(=O)C2(NC(=O)c1cccnc1)C(F)(F)F (centres undefined),90,0,-3,11,4,0.0,15,98,108
CCc1cc(C)cc(OCCOc2ccccc2/C=N/NC(C)=O)c1,106,-2,0,2,0,1.2,-4,101,107
CCOC(=O)N1CCN(S(=O)(=O)c2ccc(C(=O)Nc3nc4c(s3)CC(C)CC4)cc2)CC1 (centres undefined),94,-5,-3,0,5,1.2,-12,102,149
Cc1ccccc1N(CC(=O)NC(C)(C)C)C(=O)CCC(=O)Nc1nccs1,102,-3,6,0,12,1.3,14,99,105
Cc1nnc(SCc2ccc3c(c2)OCO3)s1,.,3,5,0,4,0.4,2,113,102
COc1ccc(CNC(=O)CN(C(=O)CCC(=O)Nc2nccs2)c2ccc(C)cc2)cc1,97,3,-1,0,5,-2.1,3,100,107
COc1ccccc1/C=C1\SC(=S)N(CCC(=O)N2CCCCC2CCO)C1=O (centres undefined),110,1,3,0,9,-0.3,2,107,130
O=C(COc1ccc2c3c(c(=O)oc2c1)CCC3)NCc1ccncc1,106,0,2,2,1,-0.3,1,105,95
CN(C)S(=O)(=O)NC(c1ccccc1)c1ccccc1,92,2,5,0,4,-0.1,10,97,103
CCOc1ccc2c(c1)n(CO)c(=S)n2CO,93,-15,-16,0,-4,-4.7,-2,104,103
CNC(=O)C1=C(C)n2c(nc3ccccc32)NC1c1ccc(OC)cc1 (centres undefined),106,2,3,3,4,3.4,3,101,87
O=C(CSCc1ccc(Cl)cc1)Nc1ccc(S(=O)(=O)N2CCOCC2)cc1,90,7,4,3,10,-0.4,-9,91,109
S=C(NCc1cccnc1)Nc1cccc(Cl)c1,?,9,5,0,-3,-2.7,-12,39[may fluoresce violet],98
COc1ccc(CC(=O)Nc2ccc3c(c2)CCC3)cc1,99,-7,2,0,0,1.5,8,99,100
Nc1nc(NCc2ccccc2)nc(NCc2ccccc2)c1[N+](=O)[O-],96,-1,1,4,2,1.7,8,96,105
O=C(Nc1ccc(S(=O)(=O)N2CCCC2)cc1)C1CCCN1C(=O)c1cccs1 (centres undefined),111,-3,-9,0,-6,0.5,-19,107,97
O=C(CCC1CCCN(C(=O)Cc2ccc(F)cc2)C1)N1CCN(c2ccccn2)CC1 (centres undefined),100,-4,-3,0,3,-0.1,0,105,87
O=C1CCC(=O)N1c1ccc(NC2CCN(Cc3ccccc3)CC2)c([N+](=O)[O-])c1,99,3,4,0,0,1.1,3,104,112
Cc1noc(C)c1COC(=O)c1cc2ccccc2cc1O,103,3,5,2,6,1.0,-4,101,82
O=C(O)c1ccc(CN2C(=O)c3ccc(Oc4ccc([N+](=O)[O-])cc4)cc3C2=O)cc1,93,7,0,5,3,-0.7,4,98,93
COc1cc2c(cc1O)CCN(C(=O)c1ccco1)C2C (centres undefined),.,4,6,0,0,0.5,-2,94,110
COc1cc(C(=O)NCC(c2ccco2)N2CCOCC2)cc(OC)c1OC (centres undefined),97,1,4,0,-2,-1.0,-7,108,93
Cc1c(S(=O)(=O)Nc2cccc3ccccc23)c(=O)n(C)c(=O)n1C,98,4,-2,0,0,1.2,-26,99,106
O=C1c2ccccc2C(=O)C12OC2c1ccc(Cl)cc1Cl (centres undefined),102,-8,-1,0,9,.,13,104,107
CCc1ccccc1NC(=S)N(CCN(C)C)C(C)c1ccco1 (centres undefined),91,12,8,2,-2,2.1,-2,99,98
CCCn1cc([C@@H]2C[C@H]3CN(Cc4cccc(Cl)c4)C(=O)[C@]34CCCN24)c(C)n1,110,6,6,0,2,2.6,19,111,91
COc1ccc(N2CCN(C(=O)c3ccc4[nH]c(C)c(C)c4c3)CC2)cc1,97,1,4,0,1,1.5,2,99,101
Cc1occc1C(=O)NC(C)C1CCCO1 (centres undefined),105,17,15,0,11,-0.4,5,102,119
COC(=O)CSc1[nH]c(=O)cc(C)c1C#N,99[may fluoresce red],7,2,0,-1,0.3,3,?,104
Cc1cccc(N2CCN(C(=O)Cn3sc4nc(C)cc(C)c4c3=O)CC2C)c1 (centres undefined),88,11,5,0,0,-1.7,10,83,91
CCCCN(C(=O)CC1CCCC1)c1c(N)n(CCC)c(=O)[nH]c1=O,104,-11,-2,0,5,.,-1,101,111
Cc1cc(C(F)(F)F)nc(CCNC(=O)C2CCC(=O)N(Cc3cccc(F)c3)C2)n1 (centres undefined),99,2,3,0,1,-6.4,-20,100,97
COc1ccccc1NC(=O)C(C)OC(=O)CSCC(=O)Nc1ccc(C)cc1C (centres undefined),90,-6,-4,1,8,.,-16,96,101
CCCCCC(=O)NN=C1CCN(Cc2ccccc2)CC1,98,1,4,0,3,0.8,22,94,103
COc1ccccc1C1CC(=O)NC(SCC(=O)Nc2ccccc2)=C1C#N (centres undefined),97,-5,8,2,-3,0.9,-6,99,104
COc1cc(CC(=O)OCc2ccccc2F)cc(OC)c1OC,99,-12,-6,0,-2,0.4,11,100,100
COc1cc(OC)c(OC)cc1CNc1cc(C)ccc1OC,91,5,7,3,-1,1.0,-4,89,96
O=C(CSc1nnc(-c2cccs2)o1)c1cccs1,101,-1,1,0,3,-3.3,-30,102,102
Cn1cc(S(=O)(=O)N2CCc3ccccc32)cc1C(=O)NC1CCCCC1,100,0,0,0,9,-0.8,15,101,88
Cc1ccc(NC(=O)CCNS(=O)(=O)c2ccc3c(c2)CCC(=O)N3)cc1F,98,-8,-8,6,-1,-0.5,41,103,123
CCC(C)NS(=O)(=O)c1ccc(N)cc1 (centres undefined),104,-1,10,2,2,0.1,7,104,104
COc1ccc(OC)c(NC(=O)CSc2nc(N3CCOCC3)nc(N3CCOCC3)n2)c1,99,-8,-1,2,12,0.6,-4,98,110
Cc1cc(NC(=O)c2ccccc2)ncc1NC(=O)c1cccs1,104,-2,3,1,14,-1.0,-4,95,97
CC1(C)CC(C(N)=S)CCO1 (centres undefined),91,2,7,0,-4,0.5,7,98,98
O=C(O)CSc1nnc(-c2ccccc2Br)n1-c1cccc(C(F)(F)F)c1,94,-13,-4,0,-6,-2.7,2,98,135
Cc1cccc2cc(CN(CC3CCCO3)C(=O)c3cccs3)c(=O)[nH]c12 (centres undefined),98,0,8,0,-2,1.4,20,99,114
COc1ccc(C(=S)N2CCNCC2)cc1,106,-9,-7,0,-4,1.0,2,106,112
# New compounds follow:
SMILES,CIT2 TOR yeast,MCL1-BIM inh,Bcl-xL primary,GRK2 aptamer HTS,GLD-1 TGE inh,MEX-5 binding,VLA-4 inh,AGP1-GFP MLPCN,Yeast superoxide
CC(=O)c1ccc(NC(=S)NCc2cccnc2)cc1,103,3,2,2,3,2.9,7,101,98
O=C(O)Cn1c2ccccc2c2n[nH]c(=S)nc21,100,20,18,1,5,-6.2,4,104,101
Cc1cc(S(=O)(=O)NC(C)C)ccc1OCC(=O)NCc1ccccc1,102,-6,0,1,8,0.0,-7,106,107
COc1ccc(C(=O)NCc2cc(C(C)C)no2)cc1OC1CCN(C(C)C)CC1,99,11,6,1,11,-1.9,6,106,86
Cc1ccc(S(=O)(=O)N(C)c2cc(S(N)(=O)=O)c(C)cc2C)cc1,98,3,-1,0,-4,-0.4,-5,100,116
C(=N\N(c1ccccc1)c1ccccc1)/c1ccc(N2CCOCC2)s1,89,5,4,2,8,-1.1,28,92,106
CC1CCc2cc(F)cc3c(=O)c(C(=O)O)cn1c23 (centres undefined),88,2,3,0,4,-1.1,27,79,90
